Screening results as filed in PubChem.
HT1080NT lethal: kills 2HG-producing HT-1080-NT fibrosarcoma cells; HT-1080-NT fibrosarcoma viability, CellTiter-Glo ATP luminescence, 48 h; 360,000 compounds, 1.6% hits; Potency, µM (highest dose often 46.1 µM), inactives show at the highest dose activity, negative = less viability, hits mostly cytotoxic;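 also: NT is the 2HG producing partner of a matched IDH1 knockdown line; potency is read from the fitted curve at half-maximal effect; 0% = DMSO-treated cells and -100% = media-only wells without cells; nearly all actives have a fitted effect of over 55% in size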
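Luminescent CellTiter-Glo readout after 48 hours of compound exposure at 37 degrees C defined viability of HT-1080-NT cells. Activity was normalized to DMSO wells and cell-free media wells; concentration-response curves were fitted and assigned curve classes.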
KB-3-1 cytotox: KB-3-1 parental cell cytotoxicity. KB-3-1 viability, CellTiter-Glo ATP luminescence, 72 h. Potency, µM (doses to about 46.1 µM), inactives show top-dose activity change, negative = cytotoxic, usual class: cytotoxic. 400,000 compounds, 1.4% hits. AID 1347075; also: potency is read from the fitted curve at half-maximal effect; % is scaled to controls: 0 for no effect and ±100 for the full control effect; nearly all actives have a fitted effect of over 60% in size
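Multi-concentration cytotoxicity screen in KB-3-1 cells grown in DMEM lacking phenol red with 10% FBS. After 72 h at 37 °C with compound, ATP-dependent luminescence was recorded.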
IL1B secr inh: inhibitors of inflammasome signaling (IL-1 beta secretion) | THP-1 LPS/ATP IL-1B secretion, AlphaLISA, 16 h; hits give low values | activity change, % at 57.5 µM | 360,000 compounds, 4.7% hits | AID 743279; in the data active = activity change below about -50%; inconclusive = mostly about -30% to -49%; also: % is scaled to controls: 0 for no effect and ±100 for the full control effect
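Secreted IL-1B measured by AlphaLISA bead assay after 16 h compound exposure of THP-1 cells; compounds (final up to 57.5 uM) added 1 h before LPS (250 ng/mL) and ATP (1.25 mM) stimulation; lower signal means less secretion.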
KB-V1 cytotox: KB-V1 MDR subline cytotoxicity. KB-V1 MDR cells viability, CellTiter-Glo, 72 h. Potency, µM (top dose mostly 46.1 µM), for inactives: top-dose activity change, negative = cytotoxicity, most hits filed as cytotoxic. 400,000 compounds, 3.4% hits. AID 1347076; also: potency is read from the fitted curve at half-maximal effect; % is scaled to controls: 0 for no effect and ±100 for the full control effect; nearly all actives have a fitted effect of over 60% in size
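Cells of the MDR subline KB-V1 are plated, dosed with compound at multiple concentrations, and incubated 72 h at 37 degrees C; CellTiter-Glo is then added and luminescence read after 10 min.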
WRN inhibitor: WRN helicase (human) inhibition; WRN helicase unwinding, fluorescent forked duplex, kinetic; Potency, µM (highest dose often 114 µM), for inactives: top-dose activity change, negative = inhibition, usual class: inhibitors; 360,000 compounds, 0.46% hits; Q14191; also: potency is read from the fitted curve at half-maximal effect; % is scaled to controls: 0 for no effect and ±100 for the full control effect; nearly all actives have a fitted effect of over 55% in size
Target sequence (Q14191 whole entry, looked up): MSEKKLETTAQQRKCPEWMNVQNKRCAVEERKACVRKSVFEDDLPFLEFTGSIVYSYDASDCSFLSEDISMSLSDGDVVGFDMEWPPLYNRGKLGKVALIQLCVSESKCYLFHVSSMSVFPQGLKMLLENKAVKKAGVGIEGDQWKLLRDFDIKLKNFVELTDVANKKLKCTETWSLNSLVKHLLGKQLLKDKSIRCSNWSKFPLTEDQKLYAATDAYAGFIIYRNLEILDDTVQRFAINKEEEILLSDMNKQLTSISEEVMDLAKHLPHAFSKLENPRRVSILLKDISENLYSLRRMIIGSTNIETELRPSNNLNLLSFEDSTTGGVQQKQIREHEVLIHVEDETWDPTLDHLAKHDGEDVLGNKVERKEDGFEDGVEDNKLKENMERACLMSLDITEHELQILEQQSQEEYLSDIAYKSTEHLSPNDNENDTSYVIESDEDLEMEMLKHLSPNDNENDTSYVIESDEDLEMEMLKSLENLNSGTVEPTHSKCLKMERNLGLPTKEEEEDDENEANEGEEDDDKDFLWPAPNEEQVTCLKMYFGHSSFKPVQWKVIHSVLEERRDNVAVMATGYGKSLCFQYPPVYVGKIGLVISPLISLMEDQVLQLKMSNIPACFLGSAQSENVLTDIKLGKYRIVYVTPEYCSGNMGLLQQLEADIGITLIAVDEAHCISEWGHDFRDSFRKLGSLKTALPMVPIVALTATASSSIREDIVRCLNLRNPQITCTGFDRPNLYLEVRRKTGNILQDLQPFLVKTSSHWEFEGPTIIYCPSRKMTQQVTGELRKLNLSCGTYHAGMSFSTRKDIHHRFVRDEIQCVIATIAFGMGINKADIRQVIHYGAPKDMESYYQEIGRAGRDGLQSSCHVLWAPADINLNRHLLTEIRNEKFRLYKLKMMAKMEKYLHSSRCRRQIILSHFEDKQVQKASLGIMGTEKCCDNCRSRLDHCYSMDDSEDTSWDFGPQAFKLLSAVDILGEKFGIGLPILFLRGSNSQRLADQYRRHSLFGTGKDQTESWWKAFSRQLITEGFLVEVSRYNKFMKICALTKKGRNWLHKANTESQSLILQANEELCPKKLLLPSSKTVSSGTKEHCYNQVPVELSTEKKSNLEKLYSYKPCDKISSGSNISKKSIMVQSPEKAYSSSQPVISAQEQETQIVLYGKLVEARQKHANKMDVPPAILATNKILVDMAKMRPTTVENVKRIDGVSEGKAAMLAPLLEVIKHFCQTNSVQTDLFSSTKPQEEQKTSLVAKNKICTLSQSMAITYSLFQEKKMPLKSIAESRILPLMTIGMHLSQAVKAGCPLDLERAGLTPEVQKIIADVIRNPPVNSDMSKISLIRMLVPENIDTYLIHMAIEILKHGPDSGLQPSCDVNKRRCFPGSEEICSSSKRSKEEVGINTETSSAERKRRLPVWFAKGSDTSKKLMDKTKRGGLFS
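WRN at 20 nM final was preincubated with compound for 15 min at room temperature; reaction started with 100 nM forked duplex oligonucleotide carrying fluorophore and quencher plus 2 mM ATP (final). Unwinding followed kinetically by red fluorescence (ex 525/em 598 nm).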
HT1080 IDH1KD tx: HT-1080 IDH1 knockdown cell toxicity (counter line); HT-1080 IDH1 knockdown viability, ATP luminescence, 48 h; Potency, µM (doses to about 46.1 µM), without a hit: at the highest dose activity, negative = toxicity, most hits filed as cytotoxic; 360,000 compounds, 2% hits;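 also: potency is read from the fitted curve at half-maximal effect; 0% = DMSO wells and -100% = cell-free medium wells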
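Knockdown cells (IDH1KD HT-1080) received compounds 2 h after plating at 750 cells/well and were kept 48 h at 37 °C in 5% FBS RPMI. A CellTiter-Glo luminescence read gave % activity for curve fitting.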
ATXN2 expr inh: ATXN2 expression inhibition | HEK-293 ATXN2-luciferase reporter, luminescence, 24 h | Potency, µM (top dose mostly 57 µM), inactives show at the top dose activity change, negative = inhibition, usual class: inhibitors | 360,000 compounds, 0.72% hits; also: potency is read from the fitted curve at half-maximal effect; % is scaled to controls: 0 for no effect and ±100 for the full control effect; nearly all actives have a fitted effect of over 55% in size
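qHTS (up to 57 uM final) was run with 24 h compound exposure of reporter cells at 37 °C. Each well was multiplexed: SteadyGlo luminescence measured ATXN2-luciferase expression after a fluorogenic Gly-Phe-AFC viability readout (25 uM final).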
MCF10A rerep: DNA re-replication induction in MCF 10a cells. MCF 10A DNA re-replication, Hoechst nuclear intensity, 48 h. Potency, µM (highest dose often 46.1 µM), for inactives: top-dose activity, positive = re-replication, most hits filed as activators. 350,000 compounds, 2.9% hits. AID 624296; also: potency is read from the fitted curve at half-maximal effect; % of control where 0% means no effect; nearly all actives have a fitted effect of over 50% in size
SW480 rerep: inducers of DNA re-replication in SW480 colon cancer cells | Potency, µM (series often up to 46.1 µM), for the others: top-dose re-replication activation, actives largely listed as activators | 340,000 compounds, 1.8% hits | SW480 DNA re-replication, Hoechst DNA content imaging, 48 h; also: potency is read from the fitted curve at half-maximal effect; % of control where 0% means no effect; nearly all actives have a fitted effect of over 55% in size
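DNA re-replication was detected as more nuclei of elevated Hoechst intensity after 48 hr exposure to compound (23 nL pinned per well of 250 cells).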
An asterisk follows results filed as active; i = inactive; ? = inconclusive; . = no result given; [ ] = another dose, or the depositor's remark. Unless noted, calls follow the shape of the dose curve; as a rule, active = well fitted curve in the direction sought with a large enough effect; inconclusive = small, poorly fitted or top-dose-only effect, or another doubt; inactive = no such curve, though single readings can be large; an effect the other way counts as inactive or inconclusive.

SMILES | HT1080NT lethal | KB-3-1 cytotox | IL1B secr inh | KB-V1 cytotox | WRN inhibitor | HT1080 IDH1KD tx | ATXN2 expr inh | MCF10A rerep | SW480 rerep
COc1cc(/C=C2\SC(=Nc3ccc(O)cc3)NC2=O)cc(OC)c1OC | 3.7µM* | 4.6µM* | 20 | 22% | -11% | 2.9µM* | 7% | ? | 3.3µM*
COc1ccc(OCc2cn(CC(=O)c3ccc(O)cc3)nn2)cc1 | -5% | -3% | 3 | 28% | -9% | -4% | 1% | -4% | -76%[inhibitor]
COc1cc(C(=O)N/N=C(\C)c2ccc(NC(=O)Cc3ccccc3)cc2)ccc1O | 6% | -2% | -6 | 24% | -3% | -17% | 18% | -1% | 20%
CC1CCN(S(=O)(=O)c2ccc(NC(=O)CNC3CCCCC3)cc2)CC1 | -2% | -26% | -87* | ? | 7% | -3% | -12% | 26% | ?
Cn1nc(C(=O)NCCOc2ccccc2)c2ccccc2c1=O | 10% | -10% | 3 | ? | -25% | 5% | 9% | -5% | -5%
COc1ccc([N+](=O)[O-])cc1NC(=S)NC(NC(C)=O)C(Cl)(Cl)Cl (configuration not stated) | 1% | -4% | -7 | -13% | 6% | -2% | 9% | 12% | -3%
O=C(Nc1cccnc1)c1ccc2c(c1)C(=O)N(Cc1cccnc1)C2=O | 4%[9.24 µM] | 6% | 58 | 14% | -1% | -4% | 4% | -2% | 1%
COc1cccc(NC(=O)CN(C)C(C)C(=O)Nc2ccc(C#N)cc2)c1 (configuration not stated) | 1% | -8% | -13 | ? | -16% | -13% | -18% | -4% | -2%
CN1c2ccccc2N(C)C1(C)c1ccccc1 | ? | -12% | 27 | 13% | -27% | ? | -20% | ? | 5.8µM*
Cc1ccc(N2C(=O)N(CC(=O)Nc3cc(Cl)ccc3C)C(=O)C2C)cc1 (configuration not stated) | -4% | 2% | -28 | ? | -6% | -16% | -2% | 1% | -2%
CCc1ccc([C@H]2[C@@H]3C(=O)C[C@@H]4C(=O)N(CC)C(=O)[C@@H]4[C@@H]3CN2S(=O)(=O)c2ccc(C)cc2)cc1 | 18% | 0% | 4 | -1% | -2% | -2% | 7% | . | .
CC(C)(C)NC(=O)NC(=O)CSc1nnc(COc2ccccc2Cl)o1 | 9% | 26% | 20 | ? | -11% | 4% | 8% | -34%[inhibitor] | -4%
COc1ccc(N2CCN(C3CCCN(Cc4cccc(C)c4)C3)CC2)cc1 (configuration not stated) | -10% | ? | -5 | -1% | 15% | -9% | 6% | -2% | 10%
Cc1ccc(N2C(=O)N(CC(=O)Nc3ccc(F)c(F)c3)C(=O)C2C)cc1 (configuration not stated) | 10% | -4% | ? | 7% | 5% | 10% | 24% | 16% | -1%
COc1ccc(NC(=O)N(C)C[C@H]2OCCCC[C@@H](C)Oc3ccc(NC(=O)c4ccccc4)cc3C(=O)N([C@H](C)CO)C[C@@H]2C)cc1 | 3% | 0% | . | -8% | -4% | -12% | -31% | . | .
COCCOC1CCN(C(=O)C2CCC(=O)N(CCc3ccccc3)C2)CC1 (configuration not stated) | -4% | 8% | i | 0% | -1% | -4% | 6% | 1% | -4%
O=C(CN1CCN(S(=O)(=O)c2ccc(Br)s2)CC1)N1CCc2ccccc21 | -1% | 1% | -9 | -25% | 5% | -1% | . | . | .
COc1ccc(C)cc1NC(=O)CSc1ccc(Cl)cc1 | 1% | -4% | 8 | ? | -2% | 4% | -19% | -2% | 3%
COCCCNC(=O)CC1C[C@H](C(=O)N2CCOCC2)[C@@]2(CCC3CCCC3)c3[nH]c4ccc(OC)cc4c3CCN2C1=O (some centres not stated) | -1% | 1% | -2 | 0% | 10% | 7% | 5% | -37%[inhibitor] | 6%
CCCCC1=C([O-])C2N=CC=CC2=[N+](c2ccccn2)C1=O (configuration not stated) | 1% | -8% | -2 | -2% | 5% | 1% | 8% | -1% | -13%
C[C@@]12C(=O)N(c3cccc(F)c3)C(=O)N1[C@H](c1ccc(F)cc1)[C@@H]1C(=O)N(C3CCCCC3)C(=O)[C@@H]12 | -6% | -3% | -7 | 3% | -3% | -12% | 9% | 0% | -3%
CCNC(=S)N1N=C2c3ccccc3CCC2C1c1ccc(F)cc1 (configuration not stated) | ? | ? | 14 | 21µM* | -11% | ? | -13% | 6.5µM* | 29%
COc1ccc2c(C(=O)CN3CCN(c4ccccc4)CC3)c[nH]c2c1 | -22% | 4% | 24 | -2% | -13% | -17% | -5% | 8% | 2%
CC(C)(CNS(=O)(=O)c1ccc(F)cc1)CNS(=O)(=O)c1ccc(F)cc1 | -2% | 5% | -29 | -27% | -5% | -3% | 1% | ? | -20%
CCOc1ccccc1NC(=O)C1CCCN1C(=O)c1cccs1 (configuration not stated) | 10%[9.24 µM] | 5% | 4 | 5% | -6% | 10% | -2% | -6% | 7%
COc1ccc(-c2cc(C(=O)NC(Cc3c[nH]c4ccccc34)C(=O)O)c(C)o2)cc1OC (configuration not stated) | 0% | 0% | 26 | 15% | ? | -2% | 26% | -1% | -1%
O=C1OC(c2cccs2)=N/C1=C\c1ccc(-c2ccccc2Cl)o1 | 0%[9.24 µM] | 1% | 59 | 4% | -28% | -10% | 1% | ? | -2%
CCN1CCN(S(=O)(=O)c2ccc(Cl)c(C(=O)NC(C)c3ccccc3Cl)c2)CC1 (configuration not stated) | -6% | 5% | -4 | ? | -11% | -2% | -5% | 2% | 5%
Cc1cc2c(cc1C)NC(c1cccnc1)C1=C(CC(C)(C)CC1=O)N2 (configuration not stated) | 13% | 0% | 13 | -2% | -2% | 12% | 10% | -2% | -2%
C=CS(=O)(=O)c1sc(Cl)c(N2CCOCC2)c1[N+](=O)[O-] | ? | 5% | -112* | -12% | 32µM* | 10µM* | ? | 20% | 11%

Entries from the list above containing two or more sulfur atoms, in the order listed:
SMILES | HT1080NT lethal | KB-3-1 cytotox | IL1B secr inh | KB-V1 cytotox | WRN inhibitor | HT1080 IDH1KD tx | ATXN2 expr inh | MCF10A rerep | SW480 rerep
O=C(CN1CCN(S(=O)(=O)c2ccc(Br)s2)CC1)N1CCc2ccccc21 | -1% | 1% | -9 | -25% | 5% | -1% | . | . | .
CC(C)(CNS(=O)(=O)c1ccc(F)cc1)CNS(=O)(=O)c1ccc(F)cc1 | -2% | 5% | -29 | -27% | -5% | -3% | 1% | ? | -20%
C=CS(=O)(=O)c1sc(Cl)c(N2CCOCC2)c1[N+](=O)[O-] | ? | 5% | -112* | -12% | 32µM* | 10µM* | ? | 20% | 11%

Following part.
SMILES | HT1080NT lethal | KB-3-1 cytotox | IL1B secr inh | KB-V1 cytotox | WRN inhibitor | HT1080 IDH1KD tx | ATXN2 expr inh | MCF10A rerep | SW480 rerep
CCn1c(SCC(N)=O)nnc1C(C)C | 19% | 2% | -10 | 0% | -29% | 23% | 19%[11.3 µM] | 0% | -22%
c1ccc2ncc(-n3ccnc3)cc2c1 | ? | 0% | -8 | 3% | -6% | 29% | 4% | . | .
CC(C)[C@H](NC(N)=O)C(=O)Nc1cccc(S(=O)(=O)N2CCOCC2)c1 | -12% | 4% | 12 | 0% | 6% | 1% | 0% | 3% | 3%
CC1(C)CC(NS(=O)(=O)c2ccc(C(C)(C)C)cc2)CC(C)(C)N1 | -9% | 14% | -29 | -7% | 0%[57.1 µM] | -24% | -19% | ? | -37%[inhibitor][1.84 µM]
COc1ccc(OCC(=O)NCc2nc(-c3ccccc3)no2)cc1 | 6% | 12% | 11 | 25% | -8% | 6% | 0% | ? | 3%
CC1CCCN(CC(O)COc2ccc(-c3ccccc3)cc2)C1 (configuration not stated) | 18µM* | ? | ? | -13% | ? | ? | ? | ? | ?
O=C(O)C(Sc1ccncn1)c1ccccc1 (configuration not stated) | -4% | 1% | -2 | ? | -4% | 1% | 3% | -6% | i[1.84 µM]
Cc1cccc(NC(=O)c2ccc(S(=O)(=O)N3CC(C)OC(C)C3)cc2)n1 (configuration not stated) | 1% | -2% | 14 | -24% | 6% | -3% | -13% | 9% | -1%
Cc1cc(C(=O)CSc2nnnn2C)c(C)n1-c1cccc(F)c1 | -28% | -8% | -12 | ? | 1% | ? | 108%[activator] | 30% | 5%
CCOc1ccc(OCC(=O)N2CCOCC2)cc1 | 18% | 5% | -3 | -3% | -2% | 21% | 4% | 3% | -1%
Nc1ccn([C@@H]2O[C@H](C(=O)N[C@H](CO)c3ccccc3)[C@@H](O)[C@H]2O)c(=O)n1 | 23% | 0% | -29 | ? | -8% | 2% | 7% | . | .
Cc1ccc(-c2nc3c(c(SCC(=O)N4CCOCC4)n2)COC(C)(C)C3)cc1 | 10% | -10% | -5 | -23% | -23% | 12% | 11% | 0% | -3%
COc1cccc(CNC(=O)CCC2CCCN(C(=O)c3cccnc3SC)C2)c1 (configuration not stated) | 6% | 0% | 14 | 21% | -2% | 1% | . | -1% | -5%
N#Cc1nc(-c2ccccc2)oc1NCc1ccco1 | 2% | 6% | -7 | 1% | -11% | -13% | 0% | 0% | -12%
CC(=O)c1ccc(NC(=O)C[n+]2ccc(N(C)C)cc2)cc1 | ? | ? | 22 | ? | 1% | -2% | -25% | 1% | 1%
COc1cc(C(=O)NCc2cc(C)nc3ccccc23)cc(OC)c1OC | -6% | 5% | 21 | -5% | -9% | 2% | 18% | -5% | 0%
Cc1ccc2[nH]c(=O)c(CN(CC3CCCO3)S(=O)(=O)c3c(C)ccc4nsnc34)cc2c1 (configuration not stated) | 5% | ? | -6 | 6.5µM* | -8% | -4% | -7% | -2% | -1%
CC(=O)c1cccc(Nc2ccc(-c3ccccc3F)nn2)c1 | 0% | -15% | -23 | -22% | -11% | -4% | 55%[activator] | 0% | -3%
Cc1ccc(NC(=O)C(=O)Nc2ccc(C)cn2)nc1 | ? | -16% | -17 | 20% | 8% | 4% | 15% | -8% | -13%
